All columns: NCI-60 one-dose screen, growth in % after 48 h at 10 µM unless noted; 100 = growth as untreated, 0 = no growth, -100 = all killed.
SK-MEL-2 – SK-MEL-2 melanoma. 4.7% of 77,000 active
BT-549 – BT-549 breast cancer | 4.4% of 78,000 active
T-47D – T-47D breast cancer; 5% of 79,000 active; AID 1794792
HS 578T – HS 578T breast cancer; 4.1% of 78,000 active
MDA-MB-231 – MDA-MB-231 breast cancer; 5% of 81,000 active
MALME-3M – MALME-3M melanoma. 5.8% of 78,000 active. AID 1794766
MCF7 – MCF7 breast cancer; AID 1794796; 6.3% of 82,000 active
LOX IMVI – LOX IMVI melanoma. 7.4% of 79,000 active
An asterisk follows results filed as active; . = not tested or not shown; & = joins results of further samples; [ ] = dose if it differs, or a comment. How the source made its calls: active means growth percent below 10; inactive means the rest. Not a hit list; about 11% have a hit in one of these screens.

SMILES | SK-MEL-2 | BT-549 | T-47D | HS 578T | MDA-MB-231 | MALME-3M | MCF7 | LOX IMVI
O=C1CCCC=CC[C@H]2C=C(Cl)C(=O)C2=CC[C@H](CCCCC(F)(F)F)OC(=O)CCCC=CC[C@H]2C=C(Cl)C(=O)C2=CC[C@H](CCCCC(F)(F)F)OC(=O)CCCC=CC[C@H]2C=C(Cl)C(=O)C2=CC[C@H](CCCCC(F)(F)F)OC(=O)CCCC=CC[C@H]2C=C(Cl)C(=O)C2=CC[C@H](CCCCC(F)(F)F)O1 | 97[3.5 µM] | 118[3.5 µM] | 88[3.5 µM] | 98[3.5 µM] | 101[3.5 µM] | 103[3.5 µM] | 53[3.5 µM] | 87[3.5 µM]
COc1nc2c(c(=O)n1C)CN(Cc1ccccc1)C(=O)CN2 | 99 | . | 93 | 105 | 106 | . | 93 | 88
N#Cc1ccccc1-c1ccc(CN2C(=O)Cc3cc(CCn4ccnc4)c(Cl)cc32)cc1 | 108 | 99 | 99 | 84 | 92 | 88 | 100 | 100
COC1=C[C@]23CCC(=O)N2CCc2cc4c(cc2[C@@H]3[C@@H]1OC(=O)[C@H](C)O)OCO4 | 59 | 2.5* | 42 | 54 | 62 | -29* | -5.6* | -57*
O=S(=O)(NCCNc1nccc(-n2ccc3cccnc32)n1)c1cccc(C(F)(F)F)c1 | 100 | . | 88 | 67 | 94 | 108 | 92 | 87
NS(=O)(=O)c1ccc(C(=O)N2N=C(c3ccccc3)CC2c2ccc3c(c2)OCO3)cc1 (stereo unspecified) | 103 | 107 | 90 | 106 | 100 | 104 | 85 | 111
NC1=NC2(CCCc3ccccc32)n2c(nc3ccccc32)N1 (stereo unspecified) | 102 | 109 | 70 | 112 | 85 | 133 | 57 | 108
NC(=S)N/N=C(\c1ccc(Cl)cc1)C1CC1 | 106 | 114 | 31 | 100 | 70 | 87 | 18 | 94
COc1ccc(/C=C/C(=O)NCC(C)O)cc1 (stereo unspecified) | 93 | 98 | 97 | 94 | 100 | 101 | 95 | 97
O=C(NCCCCO)c1cncnc1Nc1ccc2c(ccn2Cc2cccc(F)c2)c1 | 106 | 89 | 83 | 94 | 69 | 94 | 97 | 94
CCN(CC)CCCNc1nc(Cl)nc(NCCCN(CC)CC)n1 | 115 | 93 | 76 | 97 | 102 | 109 | 91 | 92
CN1C(=O)CSC1=S | 117 | 107 | 103 | 102 | 101 | 137 | 103 | 95
CCOC(=O)c1c(/N=C2\SC(=O)/C(=C\C(=O)OC)N2NC)sc2c1CCN(C(=O)OCC)C2 | 92 | 92 | 93 | 103 | 100 | 101 | 99 | 94
O=S(=O)(Cc1ccccc1)N1C=Cc2ccccc2C1c1c[nH]c2ccccc12 (stereo unspecified) | 84 | 85 | 84 | 96 | 81 | 85 | 78 | 82
CNC(=O)c1cc(N2CCc3c2ccc(NC(=O)c2cccc(C(F)(F)F)c2)c3F)ccn1 | 96 | 82 | 76 | 105 | 90 | 85 | 78 | 98
CN(CCC#N)c1ccc(/C=C2\NC(=O)NC2=O)cc1 | 100 | 51 | 112 | 89 | 101 | 113 | 102 | 88
CC/C(=C(/c1ccc(Cl)cc1)c1ccc(OCCN2CCOCC2)cc1)c1ccccc1 | 94 | 117 | 72 | 99 | 95 | 104 | 86 | 108
OC(c1cc2ccc(C(F)(F)F)cc2c2cc(C(F)(F)F)ccc12)C1CCCCN1 (stereo unspecified) | -83* | . | -90* | -44* | -79* | -73* | -91* | -100*
O=C1NC(c2ccccc2)Cc2ccncc21 (stereo unspecified) | 101 | 94 | 110 | 118 | 99 | . | 92 | 99
CN1C(=O)C(=Cc2ccc(OCC(=O)N3CCOCC3)cc2)C(=O)N(C)C1=O | 114 | 111 | 106 | 99 | 114 | 112 | 100 | 97
Cc1ccc(S(=O)(=O)N2CCN=C2N/N=C/c2ccccc2C#N)cc1 | 94 | 100 | 88 | 89 | 92 | 105 | 97 | 90
CCCCN(CCCC)CCC(C)(O)c1cc2ccccc2c2ccccc12 (stereo unspecified) | 122 | 121 | 109 | . | . | 31 | 97 | 46
O=[N+]([O-])c1cccc(-c2csc(Nc3nc(-c4ccncc4)nc(C(Cl)(Cl)Cl)n3)n2)c1 | 111 | 93 | 105 | 98 | 90 | 89 | 101 | .
CC(C)(Oc1ccc(Cl)cc1)C(=O)O | 99 | 99 | 92 | 122 | 108 | 100 | 97 | 103
NS(=O)(=O)c1ccc(-n2c(-c3ccc(Cl)cc3)nc(/C=C3\C=Nc4ccccc43)c2O)cc1 | 96 | 101 | 96 | 91 | 98 | 105 | 93 | 108
Cc1ccc(C(CS(=O)(=O)c2ccccc2)=Nc2ccc(S(N)(=O)=O)cc2)cc1 | 107 | 114 | 102 | 113 | 101 | 110 | 91 | 108
CCOC(=O)C(C(=O)OCC)C(C(=O)O)C(C(=O)OCC)C(=O)OCC | 111 | 105 | 104 | 110 | 103 | 106 | 102 | .
CC(C)N(c1cc(=O)nc2ccccn12)C(C)C | 129 | 91 | 104 | 105 | 112 | 108 | 100 | 99
Cc1ccc(S(=O)(=O)N2CCOCC2)cc1 | 114 | . | 87 | 110 | 111 | 104 | 94 | 113
NC1CC2CCC1C2 (stereo unspecified) | 108 | 107 | 99 | 91 | 111 | 109 | 100 | 104
COc1ccc(-n2c(/C=C3\C(=O)Nc4ccccc43)ccc2CO)cc1 | 104 | 100 | 89 | 106 | 95 | 72 | 93 | 95
COc1ccc(-n2ncn(Cc3cc(=O)oc4ccc(C)cc34)c2=O)cc1 | 93 | 97 | . | 97 | 74 | 106 | 84 | .
C#CC(F)(F)[C@]1(O)CC[C@H]2[C@@H]3CCC4=CC(=O)CCC4=C3[C@@H](c3ccc(C4CC4)cc3)C[C@@]21C | 59 | 73 | 18 | 33 | -10* | -72* | 37 | -85*
CCCCN(CCCC)C(C)C(O)c1ccc2cc(Br)c3ccccc3c2c1 (stereo unspecified) | 94 | 96 | 81 | 92 | 87 | 85 | 90 | 91
CC(C)C[C@H](N)C(=O)N=S(N)(=O)c1cc(Cl)cs1 (stereo partly specified) | 97 | 113 | 94 | 104 | 96 | 93 | 82 | 94
CC(=O)c1ccc2c(c1)C1C=CCC1[C@H](c1cc3c(cc1Br)OCO3)N2 (stereo partly specified) | 16 | 45 | 36 | 7.1* | 17 | 50 | 14 | -36*
CC1=NS(=O)(=O)c2cc(Cl)ccc2N1 | 88&98 | 105&107&97 | 90&102&107 | 95&111&102 | 101&90&111 | 103&121&96 | 91&89&104 | 95&95&89
CC(=O)OC(COS(=O)(=O)c1ccc(C)cc1)Cn1cnc2c1c(=O)n(C)c(=O)n2C (stereo unspecified) | 104 | 103 | 95 | 106 | 132 | 97 | 99 | 101
CCN1C(=O)N(CC)C2NN3C(=O)C=C(c4ccccc4)SC3=NC21 (stereo unspecified) | 108 | 87 | 82 | 86 | 86 | 114 | 87 | .
Cc1ccccc1OCC(O)CN1CCN(c2ccc(Cl)cc2)CC1 (stereo unspecified) | . | . | 100 | 121 | 119 | 124 | 105 | 99
Cc1ccc(-n2c(Sc3nc(-c4ccccc4)c(C#N)c(=O)[nH]3)cn3c4c(=O)n(C)c(=O)n(C)c4nc23)cc1 | 93 | 75 | 96 | 77 | 92 | 100 | 89 | 84
CC(NC(=O)CCc1nc2c(=O)[nH]c(=S)[nH]c2[nH]c1=O)C(=O)O (stereo unspecified) | 113 | 106 | 104 | 107 | 101 | 106 | 96 | 101
CC(=O)NC(C)(C)C(=O)N[C@@H](C)C(=O)NC(C)(C)C(=O)N[C@@H](C)C(=O)NC(C)(C)C(=O)N[C@@H](C)C(=O)N[C@@H](CCC(N)=O)C(=O)NC(C)(C)C(=O)N[C@H](C(=O)NC(C)(C)C(=O)NCC(=O)N[C@@H](CC(C)C)C(=O)NC(C)(C)C(=O)N1CCC[C@H]1C(=O)N[C@H](C(=O)NC(C)(C)C(=O)NC(C)(C)C(=O)N[C@@H](CCC(N)=O)C(=O)N[C@@H](CCC(N)=O)C(=O)N[C@H](CO)CC1CCCCC1)C(C)C)C(C)C | 5.5*[5 µM] | -4.4*[5 µM] | 25[5 µM] | 62[5 µM] | 55[5 µM] | -41*[5 µM] | 17[5 µM] | 27[5 µM]
CC(=O)Oc1ccc(Cl)cc1Cl | 108 | 100 | 93 | 110 | 100 | 114 | 92 | 100
Nc1ccc(C(=O)Nc2ccc(S(=O)(=O)O)cc2)cc1 | 92 | . | 87 | 119 | 115 | 98 | 93 | 97
O=C(Nc1ccc(O)c(C(=O)O)c1)Oc1ccccc1 | 86 | 150 | 51 | 109 | 108 | 133 | 94 | 94
Cc1c(F)c(C)c(F)c(C)c1F | 107 | 111 | 103 | 93 | 117 | 98 | 95 | 89
COc1ccc(/C=N/Nc2ncnc3c2c(C)nn3-c2ccc([N+](=O)[O-])cc2)cc1 | 109 | 106 | 91 | 93 | 86 | . | 82 | 107
CC(=O)c1cc2c(N)c(C(=O)Nc3cncc4ccccc34)sc2nc1C | 91 | 105 | 94 | 95 | 86 | 112 | 92 | 99
COc1cc(/C=C/C(=O)/C=C/c2ccc(-n3ccnc3)cc2)ccc1O | 106 | 102 | 58 | 86 | 64 | 79 | 6.2* | -44*
COc1ccc([N+](=O)[O-])cc1NS(=O)(=O)c1cccc(C(=O)N(C)Cc2ccc(C)cc2)c1 | 86 | 105 | 102 | 88 | 98 | 117 | 100 | 88
COc1ccc(OC)c(C(=O)C[n+]2ccccc2)c1 | 99 | 95 | 101 | 99 | 98 | 92 | 89 | 101
Nc1nc(NC(=O)Nc2ccccc2)nn1-c1ccc(S(N)(=O)=O)cc1 | 101 | 94 | 91 | 89 | 86 | 86 | 94 | 100
COC1(c2ccccc2)c2ccccc2C(=O)c2ccccc21 | 121 | 104 | 97 | . | 125 | 127 | 103 | 112
CCCCCCOc1ccc(/C=C/C(=O)c2ccc(B(O)O)cc2)cc1 | 78 | 35 | 74 | 60 | 74 | 87 | 58 | 84
CCOC(=O)CNC(=O)C1(NC(=O)CNC(=O)OCc2ccccc2)CCCC1 | 107 | 98 | 107 | 125 | 99 | . | 97 | 95
O=C1Nc2cc(-c3ccncc3)ccc2/C1=C/c1ccc[nH]1 | 106 | 24 | -21* | 107 | 65 | 66 | 21 | 99
CCOc1ccc(C(C)Oc2ccc(C(=O)NS(=O)(=O)C(C)(C)C)cc2C(F)(F)F)nc1 (stereo unspecified) | 101 | 104 | 103 | 105 | 98 | 96 | 96 | 101
C#CCOc1ccc(/C=N/Nc2nc(-c3cc4cc(Br)cc(Br)c4oc3=O)cs2)cc1 | 109 | . | 89 | 91 | 96 | 109 | 66 | 102
O=[N+]([O-])c1cccc(-c2nc3sccn3c2-c2ccnc(NCCCNS(=O)(=O)c3ccc(Br)cc3)n2)c1 | 47 | 38 | 1.8* | 88 | 67 | 60 | 34 | 38

Only MCF7, for 7 of the compounds above:
SMILES | MCF7
CC(=O)Oc1ccc(Cl)cc1Cl | 92
COc1ccc([N+](=O)[O-])cc1NS(=O)(=O)c1cccc(C(=O)N(C)Cc2ccc(C)cc2)c1 | 100
CCOc1ccc(C(C)Oc2ccc(C(=O)NS(=O)(=O)C(C)(C)C)cc2C(F)(F)F)nc1 (stereo unspecified) | 96
COc1ccc(OC)c(C(=O)C[n+]2ccccc2)c1 | 89
Cc1c(F)c(C)c(F)c(C)c1F | 95
CCCCCCOc1ccc(/C=C/C(=O)c2ccc(B(O)O)cc2)cc1 | 58
COc1ccc(/C=N/Nc2ncnc3c2c(C)nn3-c2ccc([N+](=O)[O-])cc2)cc1 | 82

Entries of single compounds as entered above.
Profile of COc1ccc(-n2c(/C=C3\C(=O)Nc4ccccc43)ccc2CO)cc1 → SK-MEL-2: 104; BT-549: 100; T-47D: 89; HS 578T: 106; MDA-MB-231: 95; MALME-3M: 72; MCF7: 93; LOX IMVI: 95
Profile of COc1ccc([N+](=O)[O-])cc1NS(=O)(=O)c1cccc(C(=O)N(C)Cc2ccc(C)cc2)c1 → SK-MEL-2: 86; BT-549: 105; T-47D: 102; HS 578T: 88; MDA-MB-231: 98; MALME-3M: 117; MCF7: 100; LOX IMVI: 88

(cont.)
SMILES | SK-MEL-2 | BT-549 | T-47D | HS 578T | MDA-MB-231 | MALME-3M | MCF7 | LOX IMVI
O=C(COc1ccc(-c2nc3ccccc3[nH]2)cc1)N=Nc1c(O)[nH]c2ccc([N+](=O)[O-])cc12 | 113 | 106 | 102 | 99 | 101 | 101 | 91 | 95
c1ccc2c3c(ccc2c1)CCCC3 | 98 | 96 | 111 | 120 | 104 | 116 | 106 | 97
O=C(/C=C/c1ccco1)Nc1ncc(Cc2cc(Cl)ccc2Cl)s1 | 36 | 17 | 37 | 8.7* | 47 | 49 | 13 | 26
O=C1/C(=C/c2cccc3ccccc23)SC(=S)N1Cc1ccco1 | . | 86 | 54 | 101 | 84 | 81 | 62 | 101
O=C(c1ccccc1)C1(O)Oc2ccccc2C1=O (stereo unspecified) | 102 | 92 | 99 | . | 117 | 129 | 115 | 97
CC(C)c1nc(SCC(=O)c2ccccc2)nc(Nc2cccc(S(N)(=O)=O)c2)c1C#N | 95 | 111 | 82 | 102 | 85 | 97 | 87 | 98
CCC(C)C1NC(=O)c2nc(oc2-c2ccccc2)-c2csc(n2)-c2csc(n2)-c2nc(oc2C)-c2coc(n2)CNC(=O)C(C(C)CC)NC1=O (stereo unspecified) | -80* | -78* | -62* | -57* | -74* | -85* | -69* | -72*
COc1ccc(C(=S)N2CCN(c3cccc(C)c3)CC2)cc1OC | 34 | 59 | 76 | 103 | 77 | 80 | 43 | 56
COc1cccc(C2c3c([nH]c(=S)[nH]c3=O)Nc3[nH]c(=S)[nH]c(=O)c32)c1O | 97 | 89 | 97 | 102 | 101 | 97 | 89 | 93

Screening results as filed in PubChem BioAssay.
